NS5 inhibitors: flavivirus cap methylation enzyme inhibition – biochemical, confirmation dose response, primary screen (AID 588689) | one-dose inhibition, % at 25 µM; IC50 in µM for titrated hits | Dengue-2 NS5 methyltransferase capping enzyme assay, biochemical; higher % means a stronger effect | actives 0.3% (n = 340,000); in the data active = a potency from the dose series
RSV antiviral HEp-2: RSV antiviral activity via CPE protection, HEp-2 cells, primary 10 µM value included (AID 2391); HEp-2 cells, RSV-induced CPE inhibition; higher % means a stronger effect; CPE inhibition, % at 10 µM; hits with a dose series show IC50 in µM; actives 0.13% (n = 310,000); in the data active = a potency from the dose series; note: strong numbers were not always called active
PhoP inhibition: inhibitors of PhoP regulon expression, primary screen, Salmonella Typhimurium, GFP reporter (AID 1863). actives 0.16% (n = 300,000). S. Typhimurium PhoP-regulated promoter GFP reporter, 4 h; higher % means a stronger effect. inhibition, % at 50 µM; hits with a dose series show IC50 in µM;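 active = inhibition over 29.93%, a cutoff 3 SD above the screen mean, later confirmed by dose response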;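 note: 0% = low Mg2+ inducing control and 100% = high Mg2+ repressing control; strong numbers were not always called active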
West Nile virus CPE: inhibition of WNV-induced cytopathic effect – cell-based, CPE readout (AID 1621) | West Nile virus-infected cells, CPE inhibition; higher % means a stronger effect | CPE inhibition, % at 10 µM, or IC50 in µM where a hit was titrated | actives 0.02% (n = 290,000); in the data active = a potency from the dose series; note: strong numbers were not always called active
Rac1 GTP hydrolysis: MgcRacGAP GTPase-activating activity inhibitors, confirmation, biochemical, ADP Hunter fluorescence; MgcRacGAP-stimulated Rac1 GTP hydrolysis, ADP Hunter fluorescence; higher % means a stronger effect; GST-tagged Rac1 F28L mutant substrate; actives 0.6% (n = 340,000); inhibition, % at 30 µM, or IC50 in µM where a hit was titrated;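 active = first-screen hits whose inhibition reached a set limit at any dose in the follow-up dose series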;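 note: fluorescence reports GDP produced by GAP-driven GTP hydrolysis; strong numbers were not always called active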
Large T inhibition: TAg ATPase/helicase activity blockers – biochemical (AID 1903); SV40 large T antigen ATPase/helicase inhibition assay; higher % means a stronger effect; inhibition, % at 20 µM; hits with a dose series show IC50 in µM; actives 0.39% (n = 310,000); in the data active = a potency from the dose series; note: strong numbers were not always called active
ER stress rescue: rescue of cells from ER stress-induced death, primary screen, 384-well, CSM14.1, thapsigargin, ATP luminescence (AID 1222); CSM14.1 thapsigargin-induced death rescue, ATP luminescence; higher % means a stronger effect; one-dose cellular ATP content (survival), % at 20 µM; EC50 in µM for titrated hits; 190,000 tested, under 10 active;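 active = EC50 below 50 µM in the dose-response confirmation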;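 note: death triggered by thapsigargin at about 15 µM added after 2 h compound pretreatment; cell ATP read after overnight thapsigargin exposure of roughly 18 to 22 hours; normalized against plate controls of thapsigargin alone and 5% DMSO vehicle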
GPR35 antagonists: GPR35 antagonists blocking zaprinast-driven arrestin recruitment, primary screen, imaging, U2OS, beta-arrestin-GFP, zaprinast agonist (AID 2058). actives 0.052% (n = 290,000). inhibition, % at 10 µM, or IC50 in µM where a hit was titrated. U2OS GPR35 beta-arrestin-GFP translocation imaging, zaprinast antagonism; higher % means a stronger effect;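 active = inhibition of at least 50% with at least 30 cells and total cytoplasm GFP at most 10,000,000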
LYP phosphatase: PTPN22 lymphoid phosphatase activity blockers – biochemical, fluorescence intensity, uHTS (AID 1779). recombinant LYP phosphatase, fluorescence intensity; higher % means a stronger effect. one-dose inhibition, % at 11.5 µM; IC50 in µM for titrated hits. actives 0.054% (n = 290,000); in the data active = inhibition above about 50%;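 note: plate controls were vehicle with enzyme for no effect and no enzyme for full effect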
Starred values were filed as active, the others as inactive; / = no result given.

1	Cc1ccc(-c2n[nH]c(=O)c3ccccc23)cc1S(=O)(=O)Nc1ccc(F)cc1
2	Clc1ccc2c(NCc3ccccn3)ncnc2c1
3	Cc1ccc(SCCN2CCC(O)CCC2=O)cc1 (stereo not drawn)
4	COc1ccc(S(=O)(=O)N2CCN(C)CC2)c(C)c1
5	CCOC(=O)N1CCN(C(=O)CSc2ccc(-c3ccccc3)nn2)CC1
6	CC(C)(C)C(=O)N1CCN(c2nc3ccccc3o2)CC1
7	COc1ccc(CCN(C)c2ccc(C(N)=O)cc2[N+](=O)[O-])cc1OC
8	CC1=NN(C(=O)c2csc(C)c2C)C(O)(C(F)(F)F)C1 (stereo not drawn)

assay / entry | 1 | 2 | 3 | 4 | 5 | 6 | 7 | 8
West Nile virus CPE | -0.8% | 0.0% | 0.1% | -0.2% | -0.9% | 0.0% | -0.5% | -0.3%
ER stress rescue | / | -0.8% | / | / | / | 0.2% | 3.2% | -2.6%
RSV antiviral HEp-2 | 7.5% | 1.9% | 0.3% | -0.9% | 0.1% | 2.1% | 1.9% | 2.3%
Large T inhibition | 6% | 8% | 3% | 5% | 1% | 0% | -1% | 10%
Rac1 GTP hydrolysis | 11% | 8% | 3% | 15% | 4% | 5% | -8% | 7%
PhoP inhibition | -9% | 2% | -8% | 4% | 0% | -6% | -8% | -2%
NS5 inhibitors | -6% | 36% | -6% | -2% | 2% | -6% | 5% | -5%
LYP phosphatase | -3% | -10% | -12% | -6% | -2% | -4% | -6% | 2%
GPR35 antagonists | 0% | -6% | 7% | -1% | 11% | 6% | 4% | -9%

9	CN1CCN(CC(=O)Nc2nc3c(s2)CCCC3)CC1
10	COC(=O)c1cc(Cl)c(NC(=O)c2cc(OC)c(OC)c(OC)c2)cc1OC
11	CN(C)c1cccc(C(=O)Nc2nc3ccccc3[nH]2)c1
12	COc1ccc(CCNC(=O)C2CC3Cn4c(nc5ccccc54)C3N2C)cc1 (stereo not drawn)
13	COC(=O)c1ccccc1N1CCS(=O)(=O)CC1
14	FC(F)(F)c1cccc(NC(=S)NCc2ccccn2)c1
15	O=C(NCc1ccco1)/C(=C/c1cccc(C(F)(F)F)c1)c1nc2ccccc2[nH]1
16	CC(C)c1nc2ccccn2c1NC1CCCCC1

assay / entry | 9 | 10 | 11 | 12 | 13 | 14 | 15 | 16
West Nile virus CPE | 0.3% | 0.0% | -0.9% | 0.2% | 0.2% | -0.5% | -1.3% | -0.2%
ER stress rescue | / | -1.9% | / | / | -1.0% | -0.3% | 1.5% | 1.1%
RSV antiviral HEp-2 | 0.8% | 0.6% | 6.1% | -0.3% | 1.4% | 5.5% | 7.7% | -0.1%
Large T inhibition | 11% | 1% | 3% | -3% | 13% | 12% | 6% | 21%
Rac1 GTP hydrolysis | 9% | 1% | 13% | 5% | 2% | 8% | 4% | -4%
PhoP inhibition | -6% | -4% | -2% | -5% | -8% | 4% | 11% | 8%
NS5 inhibitors | -4% | -3% | -1% | -1% | -4% | -3% | -8% | 2%
LYP phosphatase | -5% | -1% | -3% | -9% | -10% | -8% | -4% | -10%
GPR35 antagonists | -3% | -3% | -20% | 13% | 6% | 8% | -4% | 13%

17	CC(=O)c1c(C)oc2ccc(NS(=O)(=O)c3ccc(C)cc3)cc12
18	CCOc1ccc(S(=O)(=O)N2CCN(C(=O)c3ccc(-n4cncn4)c([N+](=O)[O-])c3)CC2)cc1
19	CCc1ccccc1N(C)S(=O)(=O)c1ccc(-c2cc(C)no2)s1
20	NC(=O)CSc1nc(-c2ccccc2)nc2c1CCCC2
21	Cc1cc(C)n(CCN(C)c2nc3nonc3nc2NC2CC2)n1
22	CCN(CC)CCN(Cc1cc2ccc(C)cc2[nH]c1=O)C(=S)Nc1ccccc1C(=O)OC
23	O=C(CN1CCN(S(=O)(=O)N2CCCCC2)CC1)Nc1ccc(Br)cc1
24	CCOC(=O)c1ccc(NC2=CC(=O)C(=O)c3ccccc32)cc1

assay / entry | 17 | 18 | 19 | 20 | 21 | 22 | 23 | 24
West Nile virus CPE | 0.0% | / | 1.3% | 1.8% | -0.2% | -0.3% | -0.3% | -0.5%
ER stress rescue | / | / | / | 0.3% | -1.5% | -3.9% | / | -1.0%
RSV antiviral HEp-2 | 1.9% | 3.2% | 5.4% | -0.3% | 0.1% | -1.0% | 5.9% | -4.0%
Large T inhibition | 5% | 6% | 0% | 21% | -1% | 2% | 3% | -8%
Rac1 GTP hydrolysis | -2% | -5% | -11% | 10% | 4% | 2% | 8% | 10%
PhoP inhibition | -4% | -4% | 7% | -4% | 8% | 6% | 2% | -3%
NS5 inhibitors | 0% | -3% | -6% | 1% | -6% | -12% | 0% | >100µM*
LYP phosphatase | -5% | / | -13% | -6% | -6% | -2% | -7% | -3%
GPR35 antagonists | -8% | / | 5% | 8% | 10% | -5% | 8% | 0%

25	CCOC(=O)c1ccc(NC(=O)CN2CCN(Cc3ccccc3)CC2)cc1
26	Cc1nc2sccn2c(=O)c1S(=O)(=O)NCc1ccccc1
27	O=C(O)/C=C/c1cccc(NC(=O)c2ccc(Cl)cc2)c1
28	COc1ccc([N+](=O)[O-])c(OC)c1C(=O)NC(=O)Nc1nc(C)cc(C)n1
29	COc1ccc(N2CCN(C(=O)CCCNC(=O)Cn3cnc4sc(C)c(C)c4c3=O)CC2)cc1
30	COC(=O)CN(n1cnnc1)S(=O)(=O)c1ccccc1Cl
31	CCCN(CCO)Cc1ccc(Cl)c(Cl)c1
32	CC(=O)NC(Cc1ccccc1C)C(=O)NC1CCN(c2nnnn2-c2ccccc2)CC1 (stereo not drawn)

assay / entry | 25 | 26 | 27 | 28 | 29 | 30 | 31 | 32
West Nile virus CPE | -0.6% | 0.0% | 1.8% | 0.5% | 0.0% | -0.1% | 0.1% | 0.0%
ER stress rescue | -0.7% | / | -3.1% | / | / | 1.2% | -0.4% | /
RSV antiviral HEp-2 | -0.1% | 1.0% | 0.4% | 1.8% | 9.8% | 4.3% | 1.6% | 1.3%
Large T inhibition | 0% | 1% | 15% | 7% | 15% | 24% | 6% | 6%
Rac1 GTP hydrolysis | 5% | 9% | 8% | 3% | 4% | -2% | 17% | 4%
PhoP inhibition | -10% | / | -2% | -6% | -1% | 1% | 18% | -4%
NS5 inhibitors | 2% | 1% | / | -8% | -10% | -7% | 0% | -7%
LYP phosphatase | 2% | -13% | -5% | 11% | -3% | -1% | -4% | -2%
GPR35 antagonists | -12% | 2% | 8% | 11% | 7% | 5% | -12% | 0%

33	CN(c1ccccc1)S(=O)(=O)c1ccc(NC(=O)c2cccs2)cc1
34	COc1ccccc1-c1cc(C(=O)N2CCCC2)no1
35	CC(Oc1ccccc1F)C(=O)NNC(=O)C1CC(=O)N(c2ccc3c(c2)OCCO3)C1 (stereo not drawn)
36	COC(=O)c1ccccc1CSc1nsc(C)c1C#N
37	O=C(NCCc1cccc(Cl)c1)C1CCC(=O)N(Cc2ccc(Cl)cc2)C1 (stereo not drawn)
38	Cc1ccccc1OCCn1c(=S)[nH]c2ccccc21
39	COC(=O)c1cccc(C23CC4(C2)[C@H](CN(Cc2ccc(-c5ccccc5)cc2)[C@@H]4c2ccccc2)C3c2ccc(Cl)nc2)c1 (stereo partly drawn)
40	Cc1c(CCO)c(=O)[nH]n1S(=O)(=O)c1cccc(C(F)(F)F)c1

assay / entry | 33 | 34 | 35 | 36 | 37 | 38 | 39 | 40
West Nile virus CPE | -1.4% | -0.2% | / | -0.5% | -0.3% | -1.7% | 0.7% | -0.6%
ER stress rescue | -0.8% | / | / | / | / | / | / | /
RSV antiviral HEp-2 | -0.8% | 4.7% | -0.5% | 1.3% | 1.9% | 6.8% | -0.8% | 1.0%
Large T inhibition | 9% | 15% | 9% | 11% | 18% | 4% | 18% | 24%
Rac1 GTP hydrolysis | 5% | 13% | 13% | / | 3% | -12% | 9% | 8%
PhoP inhibition | -7% | 0% | -9% | -4% | 13% | 9% | 6% | -3%
NS5 inhibitors | -4% | -1% | -8% | -5% | 6% | 12% | -5% | 0%
LYP phosphatase | 0% | -6% | / | -6% | -5% | -6% | 3% | -8%
GPR35 antagonists | -14% | 11% | / | -7% | 16% | 1% | -3% | 19%

41	CCc1ccc(NC(=O)C[n+]2cc(-c3ccc(C)cc3)n3c2CCC3)cc1
42	O=[N+]([O-])c1ccccc1CSc1nnc2ccccn12
43	Cc1ccc(/C=N/NC(=O)c2cc3c(ccc4ccccc43)o2)o1
44	CCOC(=O)Cc1csc(NC(=O)COc2ccccc2OC)n1
45	CSc1ccccc1N=Cc1nc(-c2ccccc2)oc1O
46	S=c1[nH]nc(-c2cccc(Cl)c2)n1/N=C/c1ccco1
47	CC1C(=O)N2CCCc3cc(NC(=O)C(=O)NCCN4CCOCC4)cc1c32 (stereo not drawn)
48	Cc1cccc(-c2nc(N)nc(N)n2)c1

assay / entry | 41 | 42 | 43 | 44 | 45 | 46 | 47 | 48
West Nile virus CPE | 1.1% | 0.1% | -0.7% | 0.6% | -0.1% | 0.6% | / | 0.5%
ER stress rescue | / | -0.7% | / | -1.3% | 0.8% | / | / | /
RSV antiviral HEp-2 | 2.3% | 0.3% | / | 0.7% | -0.6% | 2.0% | -0.7% | 1.6%
Large T inhibition | 14% | 15% | / | 14% | 8% | 19% | 18% | 6%
Rac1 GTP hydrolysis | / | 8% | 5% | 1% | -1% | / | 0% | 9%
PhoP inhibition | 106µM* | 5% | / | -3% | -14% | -1% | -2% | 2%
NS5 inhibitors | / | / | 2% | -2% | -2% | / | -6% | 4%
LYP phosphatase | -2% | -4% | -6% | -5% | -8% | -2% | / | -9%
GPR35 antagonists | 16% | -8% | 11% | -9% | 16% | 6% | / | -4%

Sorted by heavy-atom count (largest number first): nine of the compounds above.
39	COC(=O)c1cccc(C23CC4(C2)[C@H](CN(Cc2ccc(-c5ccccc5)cc2)[C@@H]4c2ccccc2)C3c2ccc(Cl)nc2)c1 (stereo partly drawn)
35	CC(Oc1ccccc1F)C(=O)NNC(=O)C1CC(=O)N(c2ccc3c(c2)OCCO3)C1 (stereo not drawn)
47	CC1C(=O)N2CCCc3cc(NC(=O)C(=O)NCCN4CCOCC4)cc1c32 (stereo not drawn)
37	O=C(NCCc1cccc(Cl)c1)C1CCC(=O)N(Cc2ccc(Cl)cc2)C1 (stereo not drawn)
44	CCOC(=O)Cc1csc(NC(=O)COc2ccccc2OC)n1
40	Cc1c(CCO)c(=O)[nH]n1S(=O)(=O)c1cccc(C(F)(F)F)c1
45	CSc1ccccc1N=Cc1nc(-c2ccccc2)oc1O
38	Cc1ccccc1OCCn1c(=S)[nH]c2ccccc21
48	Cc1cccc(-c2nc(N)nc(N)n2)c1

assay / entry | 39 | 35 | 47 | 37 | 44 | 40 | 45 | 38 | 48
West Nile virus CPE | 0.7% | / | / | -0.3% | 0.6% | -0.6% | -0.1% | -1.7% | 0.5%
ER stress rescue | / | / | / | / | -1.3% | / | 0.8% | / | /
RSV antiviral HEp-2 | -0.8% | -0.5% | -0.7% | 1.9% | 0.7% | 1.0% | -0.6% | 6.8% | 1.6%
Large T inhibition | 18% | 9% | 18% | 18% | 14% | 24% | 8% | 4% | 6%
Rac1 GTP hydrolysis | 9% | 13% | 0% | 3% | 1% | 8% | -1% | -12% | 9%
PhoP inhibition | 6% | -9% | -2% | 13% | -3% | -3% | -14% | 9% | 2%
NS5 inhibitors | -5% | -8% | -6% | 6% | -2% | 0% | -2% | 12% | 4%
LYP phosphatase | 3% | / | / | -5% | -5% | -8% | -8% | -6% | -9%
GPR35 antagonists | -3% | / | / | 16% | -9% | 19% | 16% | 1% | -4%

Source: PubChem BioAssay (several laboratories)
